Vif-A3F inh: qHTS for Inhibitors of Vif-A3F Interactions: qHTS; HeLa A3F-eYFP + Vif (tagged APOBEC3F with the HIV-1 protein that degrades it), YFP fluorescence increase; 0.2% of 390,000 active; Potency, µM (doses to about 46.1 µM), without a hit: at the highest dose activity, negative = active; also: potency is read from the fitted curve at half-maximal effect; % of control where 0% means no effect; nearly all actives have a fitted effect of over 65% in size
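HeLa cells stably expressing A3F-eYFP plus Vif, plated and incubated overnight at 37 deg C, then exposed to compounds overnight at 37 deg C. Blocked degradation read as raised yellow fluorescence (Ex 488/Em 500-530).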
TrxR1 substrate: qHTS Assay for Substrates of Mammalian Selenoprotein Thioredoxin Reductase 1 (TrxR1): qHTS; Potency, µM (doses to about 114 µM), without a hit: top-dose activity change, negative = substrate turnover; purified TrxR1 substrate turnover, NADPH consumption readout; AID 588456, 2011; 0.01% of 390,000 active; Thioredoxin reductase 1, cytoplasmic (Rattus norvegicus), O89049; also: potency is read from the fitted curve at half-maximal effect; % is scaled to controls: 0 for no effect and ±100 for the full control effect; nearly all actives have a fitted effect of over 50% in size
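Rat TrxR1, dispensed at 90 nM, was prereduced with 400 uM NADPH (final) for 5 min at ~22 deg C, then incubated with compound 15 min before 400 uM selenite. A first-read NADPH fluorescence drop versus no-compound background flagged substrates.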
TrxR1 inh: qHTS Assay for Inhibitors of Mammalian Selenoprotein Thioredoxin Reductase 1 (TrxR1): qHTS. Thioredoxin reductase 1, cytoplasmic (Rattus norvegicus), O89049. AID 588453, 2011. 1% of 390,000 active. Potency, µM (series often up to 114 µM), inactives show at the top dose activity change, negative = inhibition, most hits filed as inhibitors. recombinant rTrxR1, NADPH fluorescence consumption, selenite substrate; also: potency is read from the fitted curve at half-maximal effect; % is scaled to controls: 0 for no effect and ±100 for the full control effect; nearly all actives have a fitted effect of over 65% in size
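Rat TrxR1 (90 nM in the dispensed reagent) was pre-reduced with 400 uM NADPH for 5 min at room temperature, then incubated with compound for 15 min. After 400 uM selenite was added, NADPH fluorescence (Ex 340/Em 450 nm) was followed for 8 min.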
LDHA inh: qHTS assay for inhibitors of human lactate dehydrogenase | 0.15% of 480,000 active | L-lactate dehydrogenase A chain (Homo sapiens), P00338 | purified LDHA, NADH/diaphorase-resazurin fluorescence; active compounds read low | AID 1347041, 2019 | activity change, % (values are at about 110 or 230 µM); in the data active = activity change below about -30%; inconclusive = mostly about -25% to -30%;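 also: plate controls were DMSO wells for no effect and wells without enzyme for full effect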
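LDH5 2 nM; NADH 0.06 mM, pyruvate 0.2 mM; 200 mM Tris pH 7.4, EDTA, Tween-20; 5 min RT. Detection: diaphorase 0.133 mg/mL + resazurin 37 µM, fluorescence ex540/em590 at 0 and 20 min; normalized to enzyme-free and DMSO wells.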
Glioma ERSR ind: qHTS for Inducers of the Endoplasmic Reticulum Stress Response (ERSR) in Human Glioma: qHTS; U87-MG GRP78 promoter luciferase reporter, 16 h; Potency, µM, for the others: at the highest dose activation, hits mostly activators; 0.02% of 420,000 active; also: potency is read from the fitted curve at half-maximal effect; series mostly up to about 76 µM; % of control where 0% means no effect; nearly all actives have a fitted effect of over 35% in size
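Stably transfected U87-MG glioma cells carrying a GRP78-based luciferase sensor; 16 h compound incubation. Luminescence end-point read 10 min after Bright-Glo addition at room temperature.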
Vif-A3G inh: qHTS for Inhibitors of Vif-A3G Interactions: qHTS; DNA dC->dU-editing enzyme APOBEC-3G (Homo sapiens), Q9HC16; HeLa A3G-eYFP + Vif (tagged APOBEC3G with the HIV-1 protein that degrades it), YFP fluorescence, overnight; Potency, µM (highest dose often 46.1 µM), inactives show at the highest dose activity, negative = active, actives largely listed as inhibitors; 0.076% of 410,000 active; AID 602310, 2012;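 also: potency is read from the fitted curve at half-maximal effect; % is scaled to controls: 0 for no effect and ±100 for the full control effect; nearly all actives have a fitted effect of over 60% in size; hits raise eYFP signal because A3G escapes Vif-driven loss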
Target sequence (Q9HC16 whole entry, looked up): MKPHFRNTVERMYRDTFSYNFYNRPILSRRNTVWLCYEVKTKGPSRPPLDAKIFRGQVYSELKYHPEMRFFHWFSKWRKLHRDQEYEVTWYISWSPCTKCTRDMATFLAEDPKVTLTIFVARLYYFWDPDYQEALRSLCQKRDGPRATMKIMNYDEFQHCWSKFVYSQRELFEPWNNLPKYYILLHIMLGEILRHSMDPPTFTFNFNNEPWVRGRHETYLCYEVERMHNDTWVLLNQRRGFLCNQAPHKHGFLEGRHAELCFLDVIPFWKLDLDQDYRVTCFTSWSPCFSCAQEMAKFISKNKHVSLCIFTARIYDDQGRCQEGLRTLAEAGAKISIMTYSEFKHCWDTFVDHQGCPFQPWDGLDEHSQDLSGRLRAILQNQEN
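Read-out is eYFP fluorescence (Ex 488/Em 500-530) from Vif-expressing HeLa A3G-eYFP cells; more signal means A3G escaped Vif-mediated degradation. Cells plated overnight, compound pinned in, incubated overnight at 37 deg C.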
USP1-UAF1 inh: Inhibitors of USP1/UAF1: Primary Screen; Ubiquitin carboxyl-terminal hydrolase 1 (Homo sapiens), O94782; recombinant USP1/UAF1, Ub-Rhodamine cleavage fluorescence; Potency, µM (series often up to 57.1 µM), without a hit: at the top dose activity change, negative = inhibition, hits mostly inhibitors; 0.23% of 390,000 active; AID 743255, 2014; also: potency is read from the fitted curve at half-maximal effect; % is scaled to controls: 0 for no effect and ±100 for the full control effect; nearly all actives have a fitted effect of over 60% in size; inactives centre near -12
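In this screen, compounds sit with the deubiquitinase complex (1nM) for 15 min at room temperature before Ub-Rho is added at 150nM final. Fluorescence rise is then followed for 6 reads every 60 seconds.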
mIDH1 inhibitor: qHTS for Inhibitors of mutant isocitrate dehydrogenase 1 (IDH1): qHTS | IDH1-R132H enzyme, NADPH consumption, diaphorase/resazurin fluorescence | Potency, µM (doses to about 76.6 µM), without a hit: top-dose activity change, negative = inhibition, most hits filed as inhibitors | 0.093% of 390,000 active | AID 602179, 2012; also: potency is read from the fitted curve at half-maximal effect; % is scaled to controls: 0 for no effect and ±100 for the full control effect; nearly all actives have a fitted effect of over 65% in size
Target sequence (O75874 whole entry R132H, stated change not applied): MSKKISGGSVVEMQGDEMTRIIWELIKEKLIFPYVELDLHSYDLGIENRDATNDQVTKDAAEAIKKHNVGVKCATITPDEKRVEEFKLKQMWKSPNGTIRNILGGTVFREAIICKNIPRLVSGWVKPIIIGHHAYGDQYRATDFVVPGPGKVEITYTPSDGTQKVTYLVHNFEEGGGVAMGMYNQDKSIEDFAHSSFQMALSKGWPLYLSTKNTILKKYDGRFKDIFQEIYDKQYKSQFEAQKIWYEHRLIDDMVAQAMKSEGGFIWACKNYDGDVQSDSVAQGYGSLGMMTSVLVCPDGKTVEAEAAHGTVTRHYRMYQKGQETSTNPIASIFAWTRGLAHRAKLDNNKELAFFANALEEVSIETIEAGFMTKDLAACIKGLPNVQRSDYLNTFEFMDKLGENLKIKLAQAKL
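IDH1-R132H (0.5 ug/mL dispensed) in pH 7.5 Tris buffer was preincubated 30 min with compound, then given a substrate mix of 0.016 mM NADPH and 2 mM alpha-KG for 80 min at room temperature; remaining NADPH was read by diaphorase/resazurin fluorescence.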
RGS4 inhibitor: Inhibitors of Regulator of G Protein Signaling (RGS) 4: qHTS; Transcreener GDP fluorescence polarization, RGS4-accelerated GTP hydrolysis; 0.039% of 390,000 active; Potency, µM (top dose mostly 114 µM), inactives show top-dose activity change, negative = inhibition, most hits filed as inhibitors; Regulator of G-protein signaling 4 (Homo sapiens), P49798; AID 504845, 2011; also: potency is read from the fitted curve at half-maximal effect; % is scaled to controls: 0 for no effect and ±100 for the full control effect; nearly all actives have a fitted effect of over 75% in size; some results filed as inactive show a strong effect at the top dose
Target sequence (P49798 whole entry, looked up): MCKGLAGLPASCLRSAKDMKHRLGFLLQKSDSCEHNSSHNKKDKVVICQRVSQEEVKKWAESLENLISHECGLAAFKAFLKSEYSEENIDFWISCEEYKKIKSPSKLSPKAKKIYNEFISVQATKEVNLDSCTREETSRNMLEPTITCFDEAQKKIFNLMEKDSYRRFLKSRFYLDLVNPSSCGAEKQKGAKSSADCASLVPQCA
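MLSMR compounds (23 nl, pin-transferred) preincubated 10 min at room temperature with a 500nM (2x) first reagent, then RGS4 at 900nM (2x) plus Transcreener GDP mix added; fluorescence polarization (620/688 nm) read before and after 90 min at 30 °C.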
* hit, by the source's call; ? = inconclusive; nt = no result given; & = joins results of further samples; [ ] = remark or other dose. Unless noted, calls follow the shape of the dose curve; as a rule, active = well fitted curve in the direction sought with a large enough effect; inconclusive = small, poorly fitted or top-dose-only effect, or another doubt; inactive = no such curve, though single readings can be large; an effect the other way counts as inactive or inconclusive. A portion of the library; rates above refer to the full screens.

Results follow in this order: Vif-A3G inh	mIDH1 inhibitor	TrxR1 inh	Vif-A3F inh	LDHA inh	Glioma ERSR ind	TrxR1 substrate	USP1-UAF1 inh	RGS4 inhibitor
- CCOC(=O)C1CCCN(CC(=O)Nc2c(C(=O)OC)[nH]c3ccc(Cl)cc23)C1 (stereo not given)
  0%	10%	-3%[57.1 µM]	-2%	-6	-6%	14%[57.1 µM]	-16%	13%
- CCOc1ccc(CC(=O)Nc2cccc(-c3ccc4nnc(C)n4n3)c2)cc1
  -11%	0%	2%	-4%	2	-1%	5%	-9%	-12%
- C[C@H](NC(=O)c1ccco1)C(=O)OCC(=O)N1CC(=O)Nc2ccccc21
  -1%	5%	-1%[2.29 µM]	-1%	-6	-6%	7%[57.1 µM]	-20%	2%
- COc1ccc(C(=O)OCC(=O)Nc2ccc(F)cc2F)cc1OC
  0%	-2%	-5%	3%	-5	-6%	0%	-2%	22%
- O=C(Cc1csc(Nc2nc(=S)[nH]c3ccccc23)n1)NCc1cccc(Cl)c1
  3%	11%	22%	1%	-5	-3%	12%	-5%	-8%
- O=C(CNS(=O)(=O)c1ccc(Br)s1)NCCc1ccc(Cl)cc1
  1%	-7%	8%	-4%	1	-5%	0%	-22%	7%
- COc1ccc(NS(=O)(=O)c2cc(NC(=O)c3cnc(C)cn3)ccc2N2CCCC2)cc1
  -24%	3%	-8%	-6%	6	-4%	-8%	-19%	19%
- COc1ccc(Cl)cc1NC(=O)CN(C(=O)c1ccco1)C1CCCCC1
  -1%	21%	-2%	-3%	5	-5%	-12%	-4%	1%
- COc1cccc(CC2(CO)CCN(Cc3cnc(-c4cccc(C)c4)nc3)CC2)c1
  4%	0%	7%	5%	0	2%	-5%	-21%	3%
- COc1ccc(CC(=O)NCC(=O)Nc2ccccc2Br)cc1
  -1%	0%	-15%	0%	-11	2%	-7%	-4%	19%
- CN(C)S(=O)(=O)N1CCN(c2ccccc2Cl)CC1
  -1%	3%	14%[57.1 µM]	-5%	-8	1%	4%[57.1 µM]	-13%	4%
- COC(=O)c1[nH]c2cc(OC)ccc2c1N
  -2%	10%	2%[0.457 µM]	-7%	2	1%	26%[57.1 µM]	-8%	-38%
- COc1ccccc1NC(=O)CCC(=O)Nc1nnc(C(F)(F)F)s1
  0%	6%	-4%	-3%	-5	-3%	13%[57.1 µM]	-3%	-2%
- CC(C)CCN1CC(C(=O)NC(C)C)CC1=O (stereo not given)
  1%	-4%	20%	-5%	0	-3%	12%	-11%	21%
- C1CCC(n2nnnc2CN2CCN(C3CCCC3)CC2)CC1
  0%	0%	13%[57.1 µM]	7%	-6	-5%	13%[57.1 µM]	0%	-12%
- Cc1ccc(C(C(=O)NC2CCCCC2)N(C(=O)Cc2c[nH]c3ccccc23)c2ccccc2C)o1 (stereo not given)
  -14%	?	0%[11.4 µM]	-12%	0	-4%	-5%[11.4 µM]	-12%	-21%
- CCOc1cc2[nH]c(=S)n(CCCOC)c(=O)c2cc1OCC
  -5%	-2%	-29%[57.1 µM]	-5%	-11	2%	0%[57.1 µM]	-6%	12%
- CCOC(=O)C1=C(C)NC(SC)=NC1c1ccc(OC)cc1 (stereo not given)
  0%	4%	6%	1%	-12	0%	0%	-17%	-27%
- CCOC(=O)c1ccc(Nc2nnc3nc(C)cc(C)n23)cc1
  1%	0%	7%	-3%	-1	-4%	1%	-11%	-7%
- CCC(Cc1ccccc1)NC(=O)c1csc2c1CCCCC2 (stereo not given)
  4%	14%	9%	1%	-8	-3%	6%	-7%	-3%
- CC(=O)c1cccc(N2C(=O)CC(N3CCN(S(=O)(=O)c4ccccc4F)CC3)C2=O)c1 (stereo not given)
  2%	-2%	18%[57.1 µM]	11%	-4	-2%	10%[57.1 µM]	1%	18%
- CCN1CCN(S(=O)(=O)c2cc(OC)c(Cl)cc2OC)CC1
  0%	-8%	5%	-1%	-3	-7%	3%	3%	-11%
- C[C@@H]1CN([C@@H](C)CO)C(=O)CCCn2cc(nn2)CO[C@H]1CN(C)S(=O)(=O)c1ccccc1F
  0%	5%	nt	0%	-5	-1%	nt	-16%	nt
- COc1ccc(N(CC(=O)Nc2ccc(Cl)cc2C)S(=O)(=O)c2ccccc2)c(OC)c1
  2%	0%	10%	0%	3	-3%	-5%	-30%	-13%
- CN(C)CCOc1ccc(/C(=C(/CCCl)c2ccccc2)c2ccccc2)cc1
  -5%	7%	14%	1%	-4	-2%&-6%	7%	-27%	-20%
- Cn1cccc1C(=O)OCC(=O)NC1CCS(=O)(=O)C1 (stereo not given)
  2%	4%	8%[57.1 µM]	15%	-8	-7%	-3%[57.1 µM]	?	35%
- CCc1cc(=O)oc2cc(OCC(=O)NCCN3CCOCC3)c(Cl)cc12
  0%	3%	38%[activator][57.1 µM]	-6%	0	-3%	-3%[57.1 µM]	-14%	-35%[56.9 µM]
- CCN(C(=O)c1c(N)cnn1C)c1ccccc1
  1%	-6%	12%[57.1 µM]	3%	-4	-4%	8%[57.1 µM]	-7%	-3%
- CN1OC[C@@H]2CN(C(=O)C(C)(C)C)[C@H](c3cccc(N4CCOCC4)c3)C[C@@H]21
  0%	10%	5%	3%	-2	0%	-4%	-3%	-5%
- CCCCCN(C)CCC(O)(P(=O)(O)O)P(=O)(O)O
  nt	nt	10%[57.1 µM]	nt	nt	-3%&-1%	8%[57.1 µM]	nt	14%[56.9 µM]

Results follow in this order: Vif-A3G inh	mIDH1 inhibitor	TrxR1 inh	Vif-A3F inh	LDHA inh	Glioma ERSR ind	TrxR1 substrate	USP1-UAF1 inh	RGS4 inhibitor
- Cc1cc(C)c2cc(C(c3nnnn3CC3CCCO3)N3CCN4CCCC4C3)c(=O)[nH]c2c1 (stereo not given)
  2%	2%	?	4%	1	-5%	9%	1%	-11%
- N#CC(C#N)=C(N)Nc1cccc(Cl)c1
  -3%	20%	-11%[57.1 µM]	-1%	0	-6%	-2%[57.1 µM]	-5%	15%
- CN(CC1CCCN(CCc2ccc(F)cc2)C1)C(=O)CCC(N)=O (stereo not given)
  -2%	-7%	27%	-13%	1	-4%	7%	-13%	26%
- Cc1cccc(C(=O)OCC(=O)NCC(C)C)c1O
  0%	6%	19%[57.1 µM]	5%	-8	6%	6%[57.1 µM]	?	-4%
- CCC(C)[C@@H](C(=O)NCC1CCC(C(=O)O)CC1)n1nnc2ccccc2c1=O (stereo not given in full)
  3%	12%	-16%	5%	-2	-2%	-9%	1%	-18%
- CCn1c(CN2CCOCC2)nc2cc(NC(=O)c3cc(OC)c(OC)c(OC)c3)ccc21
  -1%	-19%	14%	-2%	-1	2%	-5%	-20%	-4%
- O=C(NCCCNC(=O)c1cnccn1)c1ccc(Cl)cc1
  0%	-3%	16%	-9%	-11	-5%	1%	-14%	6%
- C/C(=N\NC(=O)Cc1ccc(O)cc1)c1cccnc1
  1%	1%	10%	2%	1	2%	7%	-14%	-17%
- COc1cccc(CNC(=O)CN2C(=O)CSc3c2c(C)nn3-c2ccccc2)c1
  -1%	16%	9%[57.1 µM]	10%	-7	-2%	2%[57.1 µM]	-18%	-13%
- O=C(Cn1ccn(-c2ccc(F)c(F)c2)c(=O)c1=O)c1ccc(F)cc1
  4%	5%	-3%	0%	-17	-5%	-13%	-7%	20%

Screening data (PubChem)
